# From PubChem BioAssay
# Hep lipid drop: inhibitors of hepatocyte lipid droplet formation, primary screen, imaging, high-throughput imaging, BODIPY stain; AML12 mouse hepatocytes, oleate lipid droplets; inhibition, % at 6.5 µM; 240,000 compounds, 0.4% hits;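 active = lipid droplet intensity inhibited by at least 50%, with more than 500 cells counted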
#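 System: AML12 hepatocytes (mouse). Probe or stimulus: oleic acid at 100 µM to induce lipid droplet formation. Times: overnight treatment with compound plus oleate. Detection: Image-based BODIPY and DAPI two-channel analysis. Evaluation: percent inhibition of filter-corrected integrated lipid droplet intensity per well.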
# MT stabilize HCS: microtubule stabilizers in HeLa cells, primary screen, imaging, high-content imaging | HeLa tubulin immunostaining HCS, 24 h; share of cells brighter than vehicle mean+2SD | % tubulin-high responders, % at 10 µM | AID 2205, 2009 | 200,000 compounds, 0.83% hits;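 active = plate Z-score above 3 for both tubulin-high and condensed-nucleus cell shares, with cell loss under 80%, at 10 µM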;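 also: anti alpha tubulin signal scored within the nucleus-defined area of each cell; some results filed as inactive read as strong as hits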
# T cell HTS: modulators of CD8 T cell-vesicle binding, primary screen, mouse 2C CD8+ T cells, flow cytometry. 2C CD8+ T cell-vesicle binding; stronger effect = lower value. 330,000 compounds, 0.068% hits. AID 2052, 2009. calls only at 7 µM;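 active = response, share of CD8 T cells binding vesicles, and their 90th percentile fluorescence all below set limits, cut at about 80% in these data, passing the limit was not always enough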
#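 Benchmarks: naked versus QL9-loaded vesicles / Assay system: purified 2C TCR transgenic mouse naive CD8+ T cells / Technique: high-throughput flow cytometry with anti-B7-1 and anti-CD8 staining / Timing: Cell–vesicle co-incubation 1.5 h at 37 °C, staining 20 min on ice / Read-out: percent CD8+ FL2 mean versus row control / Probe or stimulus: QL9-loaded Drosophila micro-vesicles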
# human PMI inhibition: inhibitors of human PMI, primary screen, biochemical, fluorescence intensity, coupled assay (AID 1209); Mannose-6-phosphate isomerase (Homo sapiens); purified PMI enzyme, coupled fluorescence intensity; higher % means a stronger effect; inhibition, % at 20 µM; hits with a dose series show IC50 in µM; 190,000 compounds, 0.42% hits; in the data active = inhibition above about 50%;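 also: plate controls were DMSO vehicle for no effect and wells lacking substrate for full effect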
# Dynein transport: inhibitors of GR-EGFP nuclear translocation, primary screen, dynein cargo transport inhibitor project, imaging, high-content, 3617.4 mouse cells; 220,000 compounds, 0.47% hits; test concentration mostly 20 µM; stimulated with dexamethasone, 1 µM; stronger effect = lower value; z-score, hits read low;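 active = plate z-score of nuclear minus cytoplasmic receptor signal below a set negative limit, without overly bright fluorescence or cell loss, cut at about -3.5 in these data, passing the limit was not always enough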;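 also: z-score of nuclear minus cytoplasmic ring GR-EGFP intensity difference per well; some compounds called inactive have numbers as strong as hits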
#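 Buffer or medium: tet-free, stripped-serum medium; reagent: dexamethasone at 1.0 µM final, 30 min; incubation: 48 h induction, 1 h compound, 30 min dex at 37 °C; measured by: formaldehyde fixation, Hoechst nuclear stain, 10x automated fluorescence imaging; read-out: nuclear-to-cytoplasmic GR-EGFP distribution per well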
# Myeloid diff 2: induction of myeloid progenitor differentiation, primary screen, cell-based, flow cytometry, MLPCN library. 360,000 compounds, 1% hits. ER-HoxA9 myeloid progenitors, lysozyme-GFP differentiation. calls only at 10 µM. AID 624256, 2012;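 active = normalized GFP-positive differentiation at or above the plate's own cutoff, the solvent-only control mean plus 3 SD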;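 also: cells exposed to compound for four days before flow analysis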
# Ins promoter up: insulin promoter activators in MIN6 cells, imaging, high-content screening, mouse beta cells | 190,000 compounds, 0.3% hits | MIN6 insulin promoter-GFP reporter; stronger effect = higher value | AID 1625, 2009 | z-score at 5 µM;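 active = z-score above 3 at 5 µM with at least 500 cells counted in the well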
# TNAP activation fold: human TNAP enzyme activators, primary screen, biochemical, luminescent, no phosphate acceptor, uHTS (AID 1001); Alkaline phosphatase, tissue-nonspecific isozyme (Homo sapiens); one-dose activation fold at 20 µM; EC50 in µM for titrated hits; purified TNAP, luminescent activation assay, no phosphate acceptor; higher activation fold means a stronger effect; 200,000 compounds, 0.03% hits; in the data active = activation fold from about 3, or a potency from the dose series; inactive = the rest, 99 in 100 with activation fold below about 1.6; also: many of its hits are not listed in these tables
# bCat nuc transl: modulators of beta-catenin nuclear translocation, primary screen, imaging, HeLa cells, immunofluorescence, high-content; nuclear translocation activity, % at 5 µM; 190,000 compounds, 0.3% hits;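 active = nuclear translocation activity above 50% at 5 µM, with a well cell count of 50 or more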;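 also: per-cell ratio of nuclear to cytoplasmic median beta-catenin stain intensity; plate controls were DMSO negative control for no effect and GSK-3 inhibitor IX positive control for full effect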
#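 System: Human HeLa cells, endogenous beta-catenin | Compound dosing: 5 µM primary, 0.02–20 µM confirmation | Timing: 24 h compound exposure at 37°C, 5% CO2 | Measured by: Fluorescence imaging of beta-catenin antibody stain plus DAPI | Read-out basis: % activation of per-cell nuclear versus cytoplasmic median beta-catenin signal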
# Dynein transport cytoplasmic EGFP: further read-out of Dynein transport, marked with its call; z-score; measured here: cytoplasmic GR-EGFP intensity; stronger effect = higher value
# Dynein transport nuclear GR-EGFP: also measured in Dynein transport; calls as there; z-score; measured here: nuclear GR-EGFP intensity;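 lower value marks the stronger effect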
# Dynein transport cell count: also measured in Dynein transport; calls as there; z-score; measured here: cell count per field
# Ins promoter up cell count: second read-out of Ins promoter up, no call of its own (marks repeat the call); cell count; measured here: cytotoxicity, nuclei count;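 total cells summed across four imaged fields per well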
# Hep lipid drop cells 6.5 µM: second read-out of Hep lipid drop, no call of its own (marks repeat the call); cell count; measured here: cell count, cytotoxicity flag;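 cells counted across two imaged fields per well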
# bCat nuc transl cell count 5 µM: further read-out of bCat nuc transl, marked with its call; cell count; measured here: cell count, cytotoxicity flag
# T cell HTS vesicle-bound %: recorded beside T cell HTS, whose call it bears; double positive events, %; measured here: CD8+ vesicle-bound cell fraction;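 binding gate set so that unloaded-vesicle control wells show 10% double positive cells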
# MT stabilize HCS Hoechst-high %: second read-out of MT stabilize HCS, no call of its own (marks repeat the call); % Hoechst-high responders; measured here: nuclear condensation Hoechst responders;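 share of cells brighter than vehicle mean plus two SD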
# MT stabilize HCS cytotoxicity %: also measured in MT stabilize HCS; calls as there; toxicity, %; measured here: cytotoxicity by cell density;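 0% = mean cell density of plate MIN control wells and 100% = no cells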
# Myeloid diff 2 GFP+ MAC1+ %: second read-out of Myeloid diff 2, no call of its own (marks repeat the call); GFP+ MAC1+ double positive, %; measured here: differentiation confirmed by MAC1 staining
# The depositor's hits bear a star; i = inactive; / = no result given.
SMILES,Hep lipid drop,Hep lipid drop cells 6.5 µM,MT stabilize HCS,MT stabilize HCS Hoechst-high %,MT stabilize HCS cytotoxicity %,T cell HTS,T cell HTS vesicle-bound %,human PMI inhibition,Dynein transport,Dynein transport cytoplasmic EGFP,Dynein transport nuclear GR-EGFP,Dynein transport cell count,Myeloid diff 2,Myeloid diff 2 GFP+ MAC1+ %,Ins promoter up,Ins promoter up cell count,TNAP activation fold,bCat nuc transl,bCat nuc transl cell count 5 µM
O=C1Nc2ccccc2OC1CC(=O)N1CCCC1 (stereo not drawn),-4,727,2.7,2.2,1.3,i,41,12%,0.0036,-0.2,0.24,0.44,i,2.6,1.4,1598,1,0.3,1026
CCc1nc2sccc2c(=O)[nH]1,-2,702,1.7,1.2,2.8,i,22,-12%,-0.26,-0.41,0.067,2.2,i,0.5,0.18,1600,1,-4.1,1043
CS(=O)(=O)N1CCSC1c1ccc(Br)cc1 (stereo not drawn),-4,748,/,/,/,i,21,/,-0.12,-0.22,-0.099,0.24,i,0.5,0.27,1098,/,-0.7,1284
CC(C)Oc1ccc(C(=O)O)cc1,9,698,/,/,/,i,24,/,-0.46,-0.23,-0.26,0.53,i,0.8,-0.1,1411,/,-4.5,1196
COCCNC(=O)CN1C(=O)CSc2ncccc21,-4,725,4.6,2.7,5.0,i,44,-4%,-0.45,-0.16,-0.0016,0.23,i,1.5,-0.58,1279,1.1,-3.8,1290
Nn1c(SCc2cn3ccccc3n2)nnc1-c1ccncc1,5,671,2.5,2.7,4.0,i,49,-7%,-0.49,0.52,0.18,1.2,i,1.8,0.06,1159,1.2,-1.9,1141
COc1ccc(C2c3c(ccc4ccccc34)Oc3ncn4nc(-c5ccco5)nc4c32)cc1 (stereo not drawn),18,615,2.2,1.4,14,i,43,3%,-0.13,0.024,0.17,0.67,i,0.5,-0.28,1449,1.1,-0.7,1171
O=C(CSc1nnnn1-c1ccc(F)cc1)Nc1nc2ccccc2s1,/,/,2.3,1.7,2.2,i,16,7%,1.4,-0.23,-0.55,0.089,i,1.4,-0.39,1494,1.1,1.4,1310
CCc1ccc(C(=O)CN2C(=O)C(C)N(c3ccc(C)cc3)C2=O)cc1 (stereo not drawn),-2,612,2.1,3.9,6.7,i,19,0%,-0.38,-0.26,-0.65,0.76,i,0.3,0.05,1310,1,/,/
CCCCOC(=O)C(C)Nc1n[nH]c(=S)[nH]c1=O (stereo not drawn),5,744,1.9,0.9,5.9,i,18,-15%,-0.71,-0.36,-0.37,0.00066,/,/,0.04,980,1,-3.5,1219
Cc1ccc(C)c(N=C2NC(=O)CS2)c1,/,/,5.7,2.2,9.2,i,8,5%,-1.1,-0.24,0.055,0.95,i,0.7,-0.88,1277,1.1,-2.4,993
CC1(C)Cc2nc3nc(SCC(=O)NCc4ccccc4)n(-c4ccccc4)c(=O)c3cc2CO1,/,/,1.8,1.8,4.6,/,/,-12%,-0.29,0.17,-0.32,0.97,/,/,-0.85,730,1,1.3,1287

# Just Dynein transport cell count and Ins promoter up, for some of the entries so far:
Compound	Dynein transport cell count	Ins promoter up
CS(=O)(=O)N1CCSC1c1ccc(Br)cc1 (stereo not drawn)	0.24	0.27
CC(C)Oc1ccc(C(=O)O)cc1	0.53	-0.1

# Other results follow:
SMILES,Hep lipid drop,Hep lipid drop cells 6.5 µM,MT stabilize HCS,MT stabilize HCS Hoechst-high %,MT stabilize HCS cytotoxicity %,T cell HTS,T cell HTS vesicle-bound %,human PMI inhibition,Dynein transport,Dynein transport cytoplasmic EGFP,Dynein transport nuclear GR-EGFP,Dynein transport cell count,Myeloid diff 2,Myeloid diff 2 GFP+ MAC1+ %,Ins promoter up,Ins promoter up cell count,TNAP activation fold,bCat nuc transl,bCat nuc transl cell count 5 µM
COc1ccc(C(=O)C2CCCN(S(=O)(=O)c3cccnc3)C2)c(C)c1 (stereo not drawn),-3,743,2.2,1.1,4.7,i,11,-3%,0.057,-0.33,-0.56,1.1,i,0.3,-0.78,1410,1,-0.7,1014
O=C1Nc2ccccc2C(O)(C(=O)N2CCCCC2)N1c1ccccc1 (stereo not drawn),/,/,3.3,1.4,7.8,i,50,-5%,-0.53,-0.12,0.11,0.67,i,0.4,0.3,1199,1.1,-5.3,1076
Cc1ccc(CN2CCN(/N=C\c3cccc([N+](=O)[O-])c3)CC2)cc1,2,668,3.1,1.5,2.2,i,40,7%,0.0022,-0.22,0.48,0.39,i,0.2,0.57,1194,1.1,-2.0,1120
Cc1ccc(/C=N/Nc2cc(C)nc(N3CCOCC3)n2)cc1,-1,644,/,/,/,i,30,/,1.5,-0.15,0.78,-2,i,0.1,0.32,1008,/,-2.1,1347
COc1ccc(/C=C/S(=O)(=O)NCc2ccccc2)cc1OC,11,681,2.5,1.1,2.3,i,62,-1%,0.17,-0.054,0.15,0.29,i,0.5,-0.34,1219,1,-0.8,1042
CS(=O)(=O)N1CCCC(C(=O)Nc2ccc3c(c2)OCCO3)C1 (stereo not drawn),35,720,2.7,2.1,8.0,i,55,1%,-1.2,-0.35,-0.52,1.4,i,0.1,0.42,1271,1.1,-0.9,1162
CC(/C=N/NC(=O)c1ccncc1)=C\c1ccc(C(C)C)cc1,/,/,1.7,0.7,1.7,/,/,-1%,0.43,0.63,0.52,-0.46,i,0.4,3.2*,1304*,1,0.7,1492
Cc1cc(C)n2nc(C(=O)NCc3ccco3)nc2n1,/,/,3.0,1.5,3.5,i,50,/,-0.75,-0.26,-0.075,-0.64,i,0.7,/,/,/,/,/
O=C(CSc1nnc2ccccn12)Nc1cccc(S(=O)(=O)N2CCOCC2)c1,14,727,4.2,1.3,2.7,i,71,7%,1.7,-0.17,1.7,-2.3,i,0.4,0.09,1481,1.1,-2.2,1123
CCOC(=O)CSc1nc2ccsc2c(=O)[nH]1,10,727,2.5,1.9,1.8,i,38,14%,-1.1,-0.24,-0.49,0.75,i,0.5,-0.19,1392,1.1,-1.1,980
O=C(Nc1ccc(F)cc1)c1ccccc1S(=O)(=O)c1ccccc1[N+](=O)[O-],-3,672,1.3,2.3,5.7,i,45,0%,2.2,-0.14,0.79,-0.96,i,0.3,-0.28,1519,1.2,1.2,1059
Nc1ccn(-c2ccc(Cl)cc2)c(=O)c1,/,/,4.3,1.3,11,i,44,16%,0.93,-0.062,1.5,-2.2,i,0.6,/,/,1.1,-0.6,1138
COc1cc2[nH]c(=S)n(Cc3cccs3)c(=O)c2cc1OC,2,642,1.0,1.1,1.0,i,1,12%,-1.2,2.7,0.064,-0.64,i,0.6,0.09,1385,1.1,-4.2,1071
COc1ccc(NC2=CC(=S)NC(C)(C)C2)cc1,10,827,/,/,/,i,65,/,-2.1,2.7,-0.84,-0.18,/,/,-0.11,1420,/,-1.8,1129
COCCCNC(=S)N/N=C/c1ccc(N(C)C)cc1Cl,12,694,/,/,/,i,10,/,0.53,-0.26,0.043,0.0033,i,0.3,-0.89,1363,/,-0.6,1144
COc1ccc(S(=O)(=O)n2cnc3cc(C)c(C)cc32)cc1,/,/,1.7,2.1,6.0,i,32,-3%,-0.33,-0.18,0.06,-0.2,i,0.6,-0.96,594,0.9,0.4,1149
CCCCOP(=O)(OCCCC)C(O)c1ccc(N(C)C)cc1 (stereo not drawn),1,787,/,/,/,i,18,/,-0.99,-0.19,-0.51,0.98,i,0.4,-0.17,1133,/,1.0,1253
CC(C)CC(=O)NC(=S)Nc1ccc(N2CCCC2)c(Cl)c1,7,788,/,/,/,i,38,/,0.98,-0.073,0.33,-0.0057,i,0.5,1.5,1010,/,-1.8,1325
COc1ccc(C2/C=C\CN(C(=O)OCc3ccccc3)CC(=O)N2Cc2ccc(F)cc2)cc1 (stereo not drawn),-10,824,/,/,/,/,/,/,-0.26,-0.78,-0.17,0.55,i,1.5,/,/,/,-1.4,1144
COCCn1c(C)cc(C(=O)COc2cccnc2[N+](=O)[O-])c1C,-13,707,2.4,2.7,6.4,i,32,37%,-1.1,-0.33,-0.55,0.22,i,0.5,0.28,1044,1,-0.5,1101
Cc1snnc1C(=O)NC(=S)Nc1ccccc1,1,776,/,/,/,i,17,/,-0.55,-0.23,-0.23,0.4,i,0.8,-0.73,1391,/,-2.1,1161
